BAZ2B block: blocks human BAZ2B; Q9UIF8; AlphaScreen BAZ2B-H3K14Ac peptide displacement; Potency, µM (top dose mostly 114 µM), for inactives: at the highest dose activity change, negative = inhibition, actives largely listed as inhibitors; hit rate 4.4% among 360,000; also: % is scaled to controls: 0 for no effect and ±100 for the full control effect; nearly all actives have a fitted effect of over 60% in size
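BAZ2B (50 nM) with biotin-H3(5-23)K14Ac peptide (50 nM) in PBS pH 7.4, 0.01% Tween-20, preformed 30 min, then compound 30 min at room temperature; top concentration 110uM. AlphaScreen streptavidin donor/nickel chelate acceptor beads (10 ug/mL final), 20 min dark, signal read.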
Apoferritin bind: binds horse apoferritin like a general anesthetic; apoferritin/1-aminoanthracene competitive binding, fluorescence; Potency, µM (highest dose often 77.5 µM), inactives show at the highest dose activity change, negative = displacement, hits mostly inhibitors; hit rate 0.074% among 350,000; P02791; also: % is scaled to controls: 0 for no effect and ±100 for the full control effect; nearly all actives have a fitted effect of over 20% in size
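10 uM apoferritin + 50% sat. 1-AMA, PBS; cpd 10 min RT; Ex380/Em535 endpoint; normalized to free probe vs complex; 4-param Hill fit; propofol titration as pos. ctrl.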
Pol iota inh: inhibitors of human DNA polymerase iota | Pol iota fluorescent replication assay, 10 min | AID 588590 | hit rate 1% among 390,000 | Potency, µM (highest dose often 115 µM), for the others: at the top dose activity, negative = inhibition, most hits filed as inhibitors | Q9UNA4
Target sequence (Q9UNA4 whole entry, looked up): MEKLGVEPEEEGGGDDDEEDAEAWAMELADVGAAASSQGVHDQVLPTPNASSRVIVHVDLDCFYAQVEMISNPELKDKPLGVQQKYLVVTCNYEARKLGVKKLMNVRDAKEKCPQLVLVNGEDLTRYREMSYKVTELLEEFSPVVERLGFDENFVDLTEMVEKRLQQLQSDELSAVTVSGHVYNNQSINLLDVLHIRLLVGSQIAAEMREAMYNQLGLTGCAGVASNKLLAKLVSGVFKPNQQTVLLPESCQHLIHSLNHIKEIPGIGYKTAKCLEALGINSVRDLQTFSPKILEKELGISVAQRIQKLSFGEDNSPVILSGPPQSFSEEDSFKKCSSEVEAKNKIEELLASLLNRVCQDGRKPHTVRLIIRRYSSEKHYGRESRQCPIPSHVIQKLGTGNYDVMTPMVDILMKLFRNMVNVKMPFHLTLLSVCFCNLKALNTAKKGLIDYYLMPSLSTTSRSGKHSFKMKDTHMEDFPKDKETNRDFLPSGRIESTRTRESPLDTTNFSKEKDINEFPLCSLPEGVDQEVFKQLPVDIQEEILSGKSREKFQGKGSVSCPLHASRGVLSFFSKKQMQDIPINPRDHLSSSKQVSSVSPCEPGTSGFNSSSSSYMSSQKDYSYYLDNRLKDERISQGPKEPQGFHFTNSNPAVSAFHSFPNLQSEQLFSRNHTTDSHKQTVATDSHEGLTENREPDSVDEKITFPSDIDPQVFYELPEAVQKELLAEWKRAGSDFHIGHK
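Pol iota at 10 nM preincubated 15 min with compounds at room temperature; reaction started with fluorescent substrate, 50 nM final. Fluorescence read kinetically at 0 and 10 min; buffer-only wells as negative control.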
G9a block: inhibitors of human histone lysine methyltransferase G9a; G9a H3K9 monomethylation, AlphaScreen, 2 h; Potency, µM (highest dose often 102 µM), for inactives: at the highest dose activity, negative = inhibition, actives largely listed as inhibitors; hit rate 8.8% among 350,000; also: % is scaled to controls: 0 for no effect and ±100 for the full control effect; nearly all actives have a fitted effect of over 75% in size
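Readings reflect AlphaScreen signal from monomethyl-H3K9 antibody detection. HMT at 20 nM; substrate b-H3K9 500 nM; cofactor SAM 20 uM; 2 h RT reaction; compounds tested as titrations in qHTS with 15 min preincubation.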
POLH inh: inhibitors of human DNA polymerase eta; hit rate 1.2% among 390,000; Potency, µM (highest dose often 114 µM), without a hit: top-dose activity change, negative = inhibition, actives largely listed as inhibitors; recombinant Pol eta, fluorescent DNA replication assay; also: % is scaled to controls: 0 for no effect and ±100 for the full control effect
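Fluorescent replication assay: 50 nM final substrate added after a 15 min room-temperature compound preincubation with 10 nM enzyme. Signal taken at 0 min and again at 10 min.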
Pol beta inh: DNA polymerase beta (human) inhibition. Pol beta primer extension/strand displacement, fluorescence kinetic. hit rate 1.3% among 340,000. Potency, µM (highest dose often 114 µM), for the others: at the top dose activity change, negative = inhibition, most hits filed as inhibitors. P06746. AID 485314; also: % is scaled to controls: 0 for no effect and ±100 for the full control effect
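Curves were derived by four-parameter Hill fits of normalized qHTS data. The kinetic fluorescent primer-extension read was taken at 0 and 10 min after 50 nM substrate, following a 15 min room-temperature preincubation of 10 nM enzyme with compounds.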
BLM inh: inhibitors of human Bloom syndrome helicase BLM. P54132. recombinant BLM DNA unwinding, fluorescence dequenching. Potency, µM (series often up to 56.1 µM), without a hit: at the top dose activity change, negative = inhibition, usual class: inhibitors. hit rate 0.2% among 350,000. AID 2528;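 also: plate controls were vehicle for no effect and no enzyme for full effect; nearly all actives have a fitted effect of over 35% in size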
Pol kappa inh: inhibitors of human DNA polymerase kappa | Q9UBT6 | Potency, µM (highest dose often 107 µM), inactives show at the highest dose activity, negative = inhibition, hits mostly inhibitors | hit rate 0.53% among 400,000 | purified Pol kappa, fluorescent DNA synthesis assay, 10 min; also: % is scaled to controls: 0 for no effect and ±100 for the full control effect
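50 nM final substrate added after 15 min RT preincubation of 10 nM Pol kappa with compound; fluorescence read at 0 and 10 min.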
APE1 inh: APE1 (human) endonuclease inhibition; recombinant APE1, TAMRA/BHQ-2 abasic DNA cleavage fluorescence; hit rate 0.35% among 350,000; AID 2517; Potency, µM (highest dose often 65.8 µM), without a hit: top-dose activity change, negative = inhibition, hits mostly inhibitors;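 also: plate controls were vehicle for no effect and reference inhibitor for full effect; nearly all actives have a fitted effect of over 55% in size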
Target sequence (P27695 whole entry, looked up): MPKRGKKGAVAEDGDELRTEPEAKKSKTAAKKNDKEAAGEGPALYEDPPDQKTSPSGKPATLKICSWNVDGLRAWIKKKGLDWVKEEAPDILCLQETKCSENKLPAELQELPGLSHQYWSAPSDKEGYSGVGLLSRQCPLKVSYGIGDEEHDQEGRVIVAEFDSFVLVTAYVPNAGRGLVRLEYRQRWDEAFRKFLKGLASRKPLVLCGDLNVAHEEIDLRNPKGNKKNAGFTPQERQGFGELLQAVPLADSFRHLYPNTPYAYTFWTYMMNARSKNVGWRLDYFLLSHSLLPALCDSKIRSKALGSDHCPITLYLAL
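Kinetic fluorescence read (525 ex/598 em nm, three reads 60 s apart) of AP-site incision; signal = third minus first read. Enzyme 0.75 nM, dual-labelled THF duplex 50 nM, compound preincubation 15 min RT.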
Active calls of the source: *; ? = inconclusive; . = no result given; [ ] = another dose, or the depositor's remark. Calls follow the shape of the dose curve; as a rule, active = well fitted curve in the direction sought with a large enough effect; inconclusive = small, poorly fitted or top-dose-only effect, or another doubt; inactive = no such curve, though single readings can be large; an effect the other way counts as inactive or inconclusive. Potency is read from the fitted curve at half-maximal effect. This is a subset; rates above refer to the full screens.

Value order – BAZ2B block, Apoferritin bind, Pol iota inh, G9a block, POLH inh, Pol beta inh, BLM inh, Pol kappa inh, APE1 inh
> COc1ccc(NC(=O)NCc2cccnc2)c(OC)c1
    -14%, -2%, -5%, 18%[0.501 µM], 1%, 53%, -3%, -9%, 4%
> CCC(C)NC(=O)CN(c1ccc(OC)cc1)S(=O)(=O)c1ccc(NC(C)=O)cc1 (stereo unspecified)
    19%, -11%, -10%, -9%, 1%, 9%, -1%, -8%, 0%
> COc1cc(OC)cc(-c2c(C#Cc3ccsc3)c3cc(-c4cc(OC)c(OC)c(OC)c4)ccc3n2C)c1
    ., ., -12%, ., 0%, ., ., 12%, 22%
> COc1ccc(N2CCN(S(=O)(=O)c3ccc(C(=O)NCc4ccco4)cc3)CC2)cc1
    -3%, -5%, 0%, 15%[59 µM], 4%, 38%, -3%, -2%, -4%
> Cc1ccc(S(=O)(=O)N2CCN(C(=O)COC(=O)c3c(C)cc(C)cc3C)CC2)c(C)c1
    8%, ., -1%, 23%[0.501 µM], -12%, ., ., -2%, -7%
> Cn1c(CNC(=O)c2ccco2)nnc1SCC(=O)Nc1ccc(Br)cc1F
    0%, 7%, 10%, 9%, -18%, 18%, 3%, -5%, 8%
> Cc1ccc(Cl)cc1NC(=O)c1oc2ccc(S(=O)(=O)N3CCCCC3)cc2c1C
    -5%, -9%, -6%, 2%[59 µM], -12%, 2%, -3%, -8%[60.1 µM], .
> CCc1nnc(NC(=O)c2cccc(OC)c2)s1
    -3%, -2%, 7%, -3%[59 µM], 0%, 13%, 7%, -7%, -2%
> C[C@H](NC(=O)Cc1cc(F)cc(F)c1)C(=O)N[C@@H](C(=O)OC(C)(C)C)c1ccccc1
    ., 0%, ., ., ., ., 1%, 17%[60.1 µM], -12%
> Cc1cc(/C=C(\C#N)c2nc3ccccc3[nH]2)c(C)n1C
    -28%, 45%[activator], ?, -13%, ?, 40µM*, -13%, -15%, -2%
> CC1(C)CC(=O)C2=C(C1)N(Cc1ccco1)C(=O)C2(NC(=O)c1ccc(Cl)cc1Cl)C(F)(F)F (stereo unspecified)
    -37%, ?, -1%, -3%[12.7 µM], -5%, -1%, -3%, -6%, -1%
> O=C(NCCc1ccc(Cl)cc1)c1ccc2c(c1)N(Cc1ccccc1F)C(=O)c1ccccc1S2(=O)=O
    -17%, -15%, 25%, -5%[59 µM], -16%, 14%, -9%, -11%, .
> CCOc1ccc(CCNC(=O)c2sc3nc4n(c(=O)c3c2C)CCC4)cc1OCC
    -10%, -15%, 26%, -10%[12.7 µM], -24%, 21%, -5%, -3%, -6%
> Cc1ccc(NC2=NCCCCC2)cc1
    -7%, -1%, 12%, -2%, -10%, 1%, -1%, -2%, -1%
> CCCCOc1ccc(C2(C)NC(=O)NC2=O)cc1 (stereo unspecified)
    -3%, ?, 15%, 4%[59 µM], 0%, 20%, -5%, -17%, -12%

Additional entries:
Value order – BAZ2B block, Apoferritin bind, Pol iota inh, G9a block, POLH inh, Pol beta inh, BLM inh, Pol kappa inh, APE1 inh
> COc1ccc(/C=N/NC(=O)OC(C)(C)C)cc1OC
    -3%, -3%, 164%[activator], -1%, -8%, 27%[57.1 µM], 4%, -9%, 2%
> Cc1ccc(CNC(=O)C2CC(c3cccc([N+](=O)[O-])c3)=NO2)cc1 (stereo unspecified)
    7%, ?, -23%, -6%[59 µM], -12%, 35%, -4%, -6%, 22%
> COc1ccccc1C(=O)n1nc(-c2ccco2)nc1SC
    -35%, ?, 26%, ?, -15%, 3%, -4%, -4%, -3%
> CCOc1ccc(NC(=O)CSc2oc(-c3ccc(F)cc3)nc2S(=O)(=O)c2ccc(C)cc2)cc1
    3%, -5%, 26%, 0%[59 µM], -11%, 30%, -5%, 1%, .
> O=C(NCc1ccccc1)c1c[nH]c2ccc(F)cc2c1=O
    1%, -4%, 18%, 4%, -4%, 14%, -1%, -1%, 30%
> O=C(OCC(=O)N1CCOCC1)c1ccc2ccccc2c1O
    0%, ., 25%, ?, -19%, ., ., 3%, -9%
> Cc1cc(C)nc(/N=c2/ssnc2Cl)c1
    ., -18%, 18%, 6.3µM*, -19%, 0%, -2%, -4%, 2%
> CCOC(=O)CCNc1n[nH]c(=O)[nH]c1=O
    -5%, -2%, 9%, 10%[12.7 µM], -10%, 20%, -6%, -19%, 3%
> COc1ccc(OC)c(NC(=O)c2cc(S(=O)(=O)N3CCCCC3)c[nH]2)c1
    -4%, -9%, 6%, 4%, -10%, ?, 0%, -12%, -6%
> COc1ccc(-n2c(/C=C/c3c(C)[nH]c4ccccc34)nc3ccccc3c2=O)cc1
    -4%, 5%, -15%, -9%[59 µM], -2%, ?, -7%, -16%, .
> Cn1c(=O)n(C)c2cc(/C=C3/SC(=O)N(CC(=O)N4CCOCC4)C3=O)ccc21
    50µM*, 3%, 117%[activator], -2%, -23%, 27%, -12%, -2%, 13%
> O=c1c(Cl)c(N/N=C/c2ccc(Br)cc2)cnn1-c1ccccc1
    ?, -8%, ?, ?, ?, 18µM*, -27%, ?, -6%
> CCC(=O)N1CCc2cc(Br)cc(S(=O)(=O)CCC(=O)NCc3ccc(Cl)cc3)c21
    3%, -6%, 20%, -5%[59 µM], -12%, ?, -1%, -1%, .
> CCc1cc(C(=O)OCC(=O)N2CCC(c3ccccc3)=N2)sc1C
    -6%, -20%, ?, 16%[12.7 µM], -15%, 8%, -14%, -6%, -6%
> CN(C)CCNC(=O)c1cc(Sc2ccc(F)cc2)nc2ccccc12
    -18%, -13%, ., -23%, ., 0%, 11%, ., -8%

(more compounds)
Value order – BAZ2B block, Apoferritin bind, Pol iota inh, G9a block, POLH inh, Pol beta inh, BLM inh, Pol kappa inh, APE1 inh
> O=S(=O)(NCC(c1ccco1)N1CCN(c2ccc(F)cc2)CC1)c1ccccc1 (stereo unspecified)
    ?, 0%, -2%, -45%[59 µM], -13%, -13%, -7%, -10%[60.1 µM], .
> CCCCCN1C(=O)Cn2c(nc3ccccc3c2=O)C1C (stereo unspecified)
    -14%, -10%, 21%, 27%[12.7 µM], -6%, 22%, -7%, 18%, 3%
> O=C(c1cc(=O)c2ccccc2o1)N1CCN(c2cccc(Cl)c2)CC1
    -15%, -24%, 78%[activator], -5%, -13%, 41%, -4%, 6%, 7%
> CC(=O)NC1(C(F)(F)F)C(=O)N(Cc2ccccc2)C2=C1C(=O)CC(C)(C)C2 (stereo unspecified)
    -9%, -11%, 42%[activator], 29%, -9%, 2%, 0%, -14%, -1%
> Cc1cc2oc(=O)c(CC(=O)O)c(C)c2c2occ(-c3ccc(F)cc3)c12
    -13%, 4%, ?, -22%[59 µM], 11%, 38%, 3%, 15%, .
> CCOC(=O)c1ccc(NC(=O)Nn2cnnc2)cc1
    -4%, -5%, -14%, ?, -15%, 30%, -4%, -14%, -7%
> Cc1oc2ncn(C)c(=O)c2c1C(=O)N1CCN(c2cccc(C(F)(F)F)c2)CC1
    0%[57.1 µM], -10%, -2%, 4%[59 µM], -13%, 30%[activator], -1%, -2%, .
> CC(C)Cc1nc2sc3c(=O)[nH]cnc3c2c2c1CCCC2
    -20%, -11%, 2%, -17%, -7%, ?, -1%, 0%, 8%
> CCc1n[n+](CC(=O)c2ccccc2)c(N)s1
    -16%, -16%, 105%[activator], -48%, -21%, -11%, -11%, -5%, -7%
> CCC1CCCCN1S(=O)(=O)c1ccc(NC(=O)c2cccs2)cc1 (stereo unspecified)
    10%, -18%, -11%, 21%[59 µM], -9%, -3%, -9%, -13%, -10%
> CCC(=O)Nc1cc(-c2nc3ncccc3o2)ccc1Cl
    -1%, -5%, 40%, 19%, -17%, 34%, 1%, -4%, 34%
> COc1ccc(CCNC(=O)NCCc2c[nH]c3ccccc23)cc1OC
    -22%, -6%, 134%[activator], -4%[2.33 µM], 1%, 17%, -3%, -1%, 17%
> COc1ccccc1CC(=O)O/N=C(\N)c1cccc([N+](=O)[O-])c1
    -33%, ?, -2%, ., -3%, 18%, -2%, -10%, -5%
> CCCc1nc2sc(C(=O)OCC)c(N)c2c2c1COC(C)(C)C2
    -2%, 5%, 4%, -3%[59 µM], -14%, -2%, -11%, -10%, 3%
> O=C(CSc1nc2c([nH]c3ccccc32)c(=O)n1-c1ccccc1F)Nc1cccc(Cl)c1
    -15%, 2%, 12%, -3%[59 µM], -18%, -22%, -10%, -8%[60.1 µM], .

In a second layout: results already given.
Structure | BAZ2B block | Apoferritin bind | Pol iota inh | G9a block | POLH inh | Pol beta inh | BLM inh | Pol kappa inh | APE1 inh
O=C(c1cc(=O)c2ccccc2o1)N1CCN(c2cccc(Cl)c2)CC1 | -15% | -24% | 78%[activator] | -5% | -13% | 41% | -4% | 6% | 7%
CC(=O)NC1(C(F)(F)F)C(=O)N(Cc2ccccc2)C2=C1C(=O)CC(C)(C)C2 (stereo unspecified) | -9% | -11% | 42%[activator] | 29% | -9% | 2% | 0% | -14% | -1%
Cc1cc2oc(=O)c(CC(=O)O)c(C)c2c2occ(-c3ccc(F)cc3)c12 | -13% | 4% | ? | -22%[59 µM] | 11% | 38% | 3% | 15% | .

(cont.)
Value order – BAZ2B block, Apoferritin bind, Pol iota inh, G9a block, POLH inh, Pol beta inh, BLM inh, Pol kappa inh, APE1 inh
> Cc1cc(C)cc(NC(=O)COC(=O)c2cccc(S(=O)(=O)N3CCCCC3)c2)c1
    11%, ., 19%, 10%[12.7 µM], -21%, ., ., -4%, -22%
> COc1ccc(Cl)cc1NC(=S)N1CCCCCC1
    -2%, ?, -9%, ., -2%, 16%, -4%, -7%, 2%
> CC(C)CN1C(Nc2ccccc2)=NC[C@@H]1C
    -2%, 0%, 26%, ?, -17%, 23%, 2%, -17%, 9%
> CCOc1cc(/C=C2/SC(=S)N(C)C2=O)ccc1Oc1ccc([N+](=O)[O-])cc1[N+](=O)[O-]
    ?, -6%, ., -27%, ., -27%, -3%, ., 1%
> COc1ccc(N(CC(=O)NCCSCc2ccccc2Cl)S(C)(=O)=O)cc1Cl
    -3%, -2%, -13%, 17%, -10%, 1%, -10%, -11%, 24%
> CC(=O)Nc1ccc(NC(=O)c2cc(C)nn2-c2ccccc2)cc1
    4%, -12%, 3%, -34%, -17%, 24%, -2%, -9%, 1%
> O=Cc1ccc(Sc2ncccn2)o1
    -3%, -7%, 71%[activator], ?, -20%, -20%, -5%, -3%, -2%
> COCC(=O)Nc1cc(C(=O)Nc2ccccc2)ccc1Cl
    4%, -6%, ., 13%, ., 0%, -1%, ., 8%

From PubChem BioAssay
